PLK1 PBD block – qHTS for Inhibitors of PLK1-PDB (polo-like kinase 1 - polo-box domain): Primary Screen; Serine/threonine-protein kinase PLK1 (Homo sapiens), P53350; Plk1 PBD binding of FITC phosphopeptide, fluorescence polarization; Potency, µM, inactives show max response, negative = inhibition, most hits filed as inhibitors; hit rate 2.8% among 360,000; note: potency is the fitted concentration of half-maximal effect; series mostly up to about 57 µM; % is set by controls: 0 for no effect and ±100 for the full control effect; nearly all actives have a fitted effect of over 65% in size
Target sequence (P53350 whole entry, looked up, the tested form may be a part): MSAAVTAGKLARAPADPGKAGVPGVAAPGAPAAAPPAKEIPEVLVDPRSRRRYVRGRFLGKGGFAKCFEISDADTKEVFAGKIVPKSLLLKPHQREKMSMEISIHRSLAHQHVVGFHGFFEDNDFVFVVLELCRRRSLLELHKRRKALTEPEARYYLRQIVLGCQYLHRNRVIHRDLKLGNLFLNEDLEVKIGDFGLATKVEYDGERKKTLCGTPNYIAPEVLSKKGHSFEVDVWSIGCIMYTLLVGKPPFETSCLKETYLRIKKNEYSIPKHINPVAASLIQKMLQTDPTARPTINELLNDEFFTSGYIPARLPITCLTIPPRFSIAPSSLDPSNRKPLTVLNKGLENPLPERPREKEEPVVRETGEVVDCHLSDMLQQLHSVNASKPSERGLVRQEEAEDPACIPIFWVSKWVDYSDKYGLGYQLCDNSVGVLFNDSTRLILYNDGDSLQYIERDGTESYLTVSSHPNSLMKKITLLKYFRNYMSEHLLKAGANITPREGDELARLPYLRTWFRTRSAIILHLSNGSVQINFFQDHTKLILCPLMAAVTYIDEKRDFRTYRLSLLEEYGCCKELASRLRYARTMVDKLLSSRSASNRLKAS
FUS suppressor – qHTS for Suppressors of FUS Proteinopathy: Primary screen using FUS-linked yeast assay; S. cerevisiae FUS-expressing, growth rescue, OD600, 24 h; Potency, µM (highest dose often 76.6 µM), for the others: at the top dose growth rescue (activation), hits mostly activators; hit rate 0.24% among 390,000;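 note: potency is the fitted concentration of half-maximal effect; plate controls were DMSO vehicle for no effect and reference control for full effect; nearly all actives have a fitted effect of over 55% in size; some results filed as inactive show a strong effect at the top dose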
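Galactose (2%) drives FUS expression in yeast precultured in raffinose; seeding density OD 0.005. Test compounds incubated 24hr at 30C and 99% humidity before absorbance at 600 nm was measured.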
EPAC1 ag – qHTS for Agonist of cAMP-regulated guanine nucleotide exchange factor 3 (EPAC1): primary screen. Rap guanine nucleotide exchange factor 3 (Homo sapiens), O95398. EPAC1 agonist qHTS, biochemical assay; response scale: 100% = response to 6.5 mM cAMP. Potency, µM (highest dose often 154 µM), for the others: at the highest dose activation, most hits filed as activators. hit rate 0.073% among 360,000. AID 720707, 2013; note: potency is the fitted concentration of half-maximal effect; nearly all actives have a fitted effect of over 60% in size
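EPAC1 100 nM, Rap1B–BODIPY-GDP 250 nM, unlabeled GDP 50 uM; compound titration; 5 min RT; kinetic read ex480/em540 at 5-min intervals ×30 min; data normalized to 6.5 mM cAMP agonist control.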
aSyn rescue – qHTS of alpha-syn Inhibitors | Yeast expressing alpha-synuclein, growth rescue, BacTiter-Glo, 24 h | Potency, µM (titrated, usually from 46.1 µM), without a hit: at the top dose growth rescue (activation), usual class: activators | hit rate 0.14% among 370,000 | AID 652106, 2013; note: potency is the fitted concentration of half-maximal effect; % of control where 0% means no effect; nearly all actives have a fitted effect of over 65% in size
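Galactose-induced alpha-syn yeast (OD600=0.02, raffinose-pregrown) + pinned cpd, 24 hr, 30 deg C; growth by BacTiter-Glo luminescence. Growth restoration scores as activation.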
WRN helicase inh – qHTS for Inhibitors of WRN Helicase; Bifunctional 3'-5' exonuclease/ATP-dependent helicase WRN (Homo sapiens), Q14191; Potency, µM (top dose mostly 114 µM), without a hit: top-dose activity change, negative = inhibition, actives largely listed as inhibitors; hit rate 0.46% among 360,000; WRN helicase unwinding, fluorescent forked duplex, kinetic; note: potency is the fitted concentration of half-maximal effect; % is set by controls: 0 for no effect and ±100 for the full control effect; nearly all actives have a fitted effect of over 55% in size
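Screening of the MLSMR collection measured strand separation of a quenched forked DNA duplex (100 nM) by 20 nM WRN with 2 mM ATP, all final. Compounds were preincubated with enzyme 15 min at room temperature.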
Abeta yeast res – qHTS for compounds that reverse cellular toxicity of Amyloid beta (A-beta) peptide in yeast: Primary Screen. AID 1347071, 2019. yeast expressing A-beta42, growth rescue, OD600, 48 h; response scale: 0% DMSO, 100% iron-clioquinol control. hit rate 0.063% among 410,000. Potency, µM (titrated, usually from 46.1 µM), for inactives: at the highest dose growth rescue, usual class: activators; note: potency is the fitted concentration of half-maximal effect; nearly all actives have a fitted effect of over 55% in size
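Yeast growth medium received pinned compounds, then yeast cells expressing toxic A-beta were added; plates incubated at 30 C for 48 hr. Growth read as absorbance at 600 nm, normalized to DMSO and equimolar FeCl3 plus clioquinol controls.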
IL-2 act – qHTS of IL-2 Activators; IL-2 activation reporter assay, cell-based qHTS; stimulated with anti-CD3/CD4/CD28 beads; in transgenic mouse T cells; activation, % (series mostly up to about 46 µM); hit rate 0.065% among 360,000; AID 652025, 2013; in the data active = activation above about 50%; inconclusive = mostly about 30% to 49%; note: 0% is about no effect
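Unstimulated transgenic mouse T cells; 60-min compound exposure; bead-based TCR/CD4/CD28 stimulation; 18 h culture, 37 degrees C; dual fluorescence (EGFP, DsRed) plate cytometry.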
PI5P4K alpha inh – qHTS for Inhibitors of phosphatidylinositol 5-phosphate 4-kinase (PI5P4K); hit rate 1.2% among 330,000; PI5P4Kalpha enzyme, ADP-Glo luminescence, 60 min; stronger effect = lower value; max response, %; active = max response of -50% or lower; inconclusive = between -30% and -50%; inactive = -30% or higher; note: value at the top dose of about 77 µM; % is set by controls: 0 for no effect and ±100 for the full control effect
Target sequence (P48426 whole entry, looked up): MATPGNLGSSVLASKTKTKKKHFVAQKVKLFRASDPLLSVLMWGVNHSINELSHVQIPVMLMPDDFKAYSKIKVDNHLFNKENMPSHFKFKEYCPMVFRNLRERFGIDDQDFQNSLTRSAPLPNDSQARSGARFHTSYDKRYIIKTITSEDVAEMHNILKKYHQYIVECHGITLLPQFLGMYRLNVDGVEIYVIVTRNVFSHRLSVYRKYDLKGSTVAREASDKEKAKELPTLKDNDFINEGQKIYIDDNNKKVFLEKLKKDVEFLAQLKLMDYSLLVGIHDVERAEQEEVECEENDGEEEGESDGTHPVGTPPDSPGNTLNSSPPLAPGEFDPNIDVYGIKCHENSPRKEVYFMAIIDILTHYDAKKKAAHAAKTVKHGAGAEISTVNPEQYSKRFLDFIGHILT
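ADP-Glo luminescence end-point after a 60 min room-temperature kinase reaction. PI5P4Kalpha and substrate in HEPES pH 7.4 buffer with EGTA, 0.1% CHAPS and 5% DMSO; ATP at 5 microM final.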
EPAC1 antagonist – qHTS for Antagonist of cAMP-regulated guanine nucleotide exchange factor 3 (EPAC1): primary screen; Rap guanine nucleotide exchange factor 3 (Homo sapiens), O95398; EPAC1 GEF assay, Rap1b-BODIPY-GDP exchange fluorescence; Potency, µM (doses to about 115 µM), for inactives: at the highest dose activity change, negative = inhibition, usual class: inhibitors; hit rate 0.14% among 360,000; AID 720709, 2013;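 note: potency is the fitted concentration of half-maximal effect; plate controls were vehicle for no effect and positive control for full effect; nearly all actives have a fitted effect of over 50% in size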
The depositor's hits bear a star; ? = inconclusive; . = no result given; [ ] = another dose, or the depositor's remark. Unless noted, calls come from the whole dose curve; as a rule, active = well fitted curve in the direction sought with a large enough effect; inconclusive = small, poorly fitted or top-dose-only effect, or another doubt; inactive = no such curve, though single readings can be large; an effect the other way counts as inactive or inconclusive.

SMILES	PLK1 PBD block	FUS suppressor	EPAC1 ag	aSyn rescue	WRN helicase inh	Abeta yeast res	IL-2 act	PI5P4K alpha inh	EPAC1 antagonist
CCCCC1=CC2=CC(=O)C(C)(OC(=O)CC)C(=O)C2=CN1C(CO)CO (configuration not stated)	-3%	-14%	2%	3%	-1%	4%	0.4	-1	-5%
Cn1c(NC(=O)c2ccc3c(c2)OCO3)cc(=O)n(C)c1=O	-7%	-13%	-1%	-3%	0%	5%	0.4	9	-17%
N#CCN(CC#N)C(=O)C1c2ccccc2Oc2ccccc21	24µM*	-1%	1%	3%	7%	-5%	-0.6	-7	-23%
Cc1cccc(NC(=O)CSc2ncnc3nc[nH]c23)c1C	-1%	8%	6%	-4%	-16%	-10%	-1.1	.	-5%
CCOc1ccc(C(=O)N2CCN(CC(=O)N3CCCC3)CC2)cc1OCC	-3%	-11%	13%	?	2%	2%	-1.0	6	-7%
CCOC(=O)c1ccc(NC(=O)N2CCN(c3ccccc3OC)CC2)cc1	-16%	6%	-2%	11%	6%	2%	-0.1	1	-10%
COc1ccc(C(=O)COC(=O)C(CCSC)NC(=O)COc2ccccc2)c(OC)c1 (configuration not stated)	-10%	25%	-2%	-7%	-3%	14%	-4.3	4	-21%
O=C(CSc1nccc(=O)[nH]1)c1c[nH]c2ccccc12	0%	7%	5%	2%	-1%	-3%	-1.2	0	2%
Cc1cc(C(=O)C(C)Cl)c(C)n1Cc1ccco1 (configuration not stated)	21µM*	23%	1%	3%	?	10%	-0.8	?	?
O=C(CSc1nnc(-c2ccncc2)n1-c1ccccc1)NC1CC1	-8%	22%	7%	-4%	-35%	0%	-0.4	-7	7%
O=[N+]([O-])c1cccc(S(=O)(=O)[N-]c2nc3ccccc3nc2-n2cc[n+](Cc3ccccc3)c2)c1	-12%	3%	-1%	-1%	-35%	8%	-0.1	2	-27%
CCc1cc(C(=O)OC)c(NC(=O)CN2CCN(C(=O)C3CCCO3)CC2)s1 (configuration not stated)	-2%	.	-5%	1%	-30%	-13%	-3.5	-5	20%
O=C(CCc1ccccc1F)N1CCN(c2ccc(C(F)(F)F)cn2)CC1	2%	?	-17%	18%	-3%	?	-2.9	3	-17%
COc1ccc(CNC(=O)c2cc3c(=O)n4ccccc4nc3n(Cc3cccnc3)c2=N)cc1	-5%	28%	-3%	-3%	-24%	-6%	95*	.	-6%
O=c1[nH]n(-c2ncnc3c2cnn3-c2ccccc2)c(=O)c2ccccc12	-10%	31%	5%	10%	-4%	-2%	-0.6	-6	3%

An excerpt from above in order of the IL-2 act value, ascending.
Compound | IL-2 act
CCOc1ccc(C(=O)N2CCN(CC(=O)N3CCCC3)CC2)cc1OCC | -1.0
CCCCC1=CC2=CC(=O)C(C)(OC(=O)CC)C(=O)C2=CN1C(CO)CO (configuration not stated) | 0.4
COc1ccc(CNC(=O)c2cc3c(=O)n4ccccc4nc3n(Cc3cccnc3)c2=N)cc1 | 95*

The list goes on.
SMILES	PLK1 PBD block	FUS suppressor	EPAC1 ag	aSyn rescue	WRN helicase inh	Abeta yeast res	IL-2 act	PI5P4K alpha inh	EPAC1 antagonist
O=c1[nH]c(=O)n(C2OC(CO)C(O)C2O)c2c1CCCC2 (configuration not stated)	1%	-19%	-14%	-7%	6%	-20%	0.1	4	-2%
Cc1ccc(NS(=O)(=O)c2ccc(NC(=O)c3ccccc3C(=O)O)cc2)c(C)c1	-5%	9%	-4%	8%	-1%	6%	-0.3	-9	-6%
Cc1c(NC2=C(Cl)C(=O)N(c3ccccc3)C2=O)c(=O)n(-c2ccccc2)n1C	27µM*	54%	12%	-1%	-2%	-17%	0.0	.	-4%
COC(=O)COc1c(Cl)cc(Cl)c2ccc(C)nc12	-10%	-21%	3%	1%	-8%	1%	-0.8	2	2%
O=C(CN1CCOCCOCCOCC1)Nc1ccccc1	-9%	5%	9%	-1%	-9%	-15%	-1.1	.	2%
CC(C)(CC(=O)O)CC(=O)N1CCN(c2cc(C(F)(F)F)nc3ccccc23)CC1	-8%	-23%	-5%	4%	0%	0%	-0.6	9	-7%
COc1ccc(/C=C(/NC(=O)c2ccco2)C(=O)N2CCCCCC2)cc1OC	-9%	7%	-4%	-1%	-12%	3%	1.1	2	1%
O=C(OCc1nnc(-c2ccc(Cl)cc2)o1)c1ccc(=O)n(Cc2ccccc2)n1	-6%	9%	7%	-1%	-3%	-5%	1.2	-4	4%
Cc1cnc(NS(=O)(=O)c2ccc(Cl)cc2)c(Br)c1	-12%	-4%	2%	-9%	4%	-61%[inhibitor]	1.1	-2	6%
NC(=O)C1CCN(C(=O)c2cc(-c3ccc(Cl)s3)nc3ccccc23)CC1	-3%	17%	-1%	1%	-2%	-5%	0.7	-2	-11%
N#Cc1c(N2CCN(c3ccc([N+](=O)[O-])cc3)CC2)[n+](=O)c2ccc(Cl)cc2n1[O-]	-16%	.	4%	0%	-7%	9%	0.9	2	8%
COc1ccc(Cl)cc1S(=O)(=O)NC(C)C(=O)NCc1ccncc1 (configuration not stated)	-14%	14%	2%	-1%	2%	-18%	0.4	5	-7%
CCc1cc(C(=O)N(Cc2ccccc2)c2c(N)n(CCOC)c(=O)[nH]c2=O)sc1C	-2%	17%	-9%	9%	-4%	9%	-0.9	6	9%
CCC(=NC1CC(C)(C)NC(C)(C)C1)C1=C(O)CC(C)(C)CC1=O	-3%	-25%	3%	13%	-3%[57.1 µM]	13%	-0.2	0	7%
CC1CCc2sc(C(=O)NNC(=S)NC3CC3)cc2C1 (configuration not stated)	-8%	14%	12%	3%	5%	?	-1.1	10	-6%
CC(C)[C@H](Nc1nc(-c2ccccc2)nc2c1oc1ccccc12)C(=O)O	-8%	42%	10%	1%	-1%	-12%	-0.4	6	10%
CN(C)S(=O)(=O)c1ccc2oc(SCC(=O)Nc3ccccc3F)nc2c1	-21%	4%	-2%	-8%	-2%	24%	2.2	1	-11%
CC(C(=O)NCC1CCCCC1)N1CCN(S(=O)(=O)c2cccs2)CC1 (configuration not stated)	-4%	6%	7%	0%	2%	2%	-3.4	-6	?
Cc1cccc(OCC(=O)O/N=C(\N)c2ccncc2)c1	-1%	3%	10%	1%	1%	-2%	0.1	1	-2%
Cc1c(C(=O)N2CCCCC2)c(S(=O)(=O)N(C)Cc2ccco2)c(C)n1C	-11%	-1%	-14%	-5%	2%	8%	-0.5	0	-23%
COC(C)(C)[C@]12CC(O)(C(C)C)ON1[C@H]1CCCCC1N2O (some centres not stated)	-5%	4%	-5%	0%	7%	-6%	-0.1	-1	16%
Cc1ccccc1S(=O)(=O)Cc1ccc(C(=O)N2CC(C)CC(C)C2)o1 (configuration not stated)	0%	8%	-10%	5%	1%	10%	-3.6	1	-4%
CCOc1ccc(C)cc1S(=O)(=O)n1nc(C)cc1C	-1%	-2%	1%	10%	6%	1%	-0.8	-2	22%
CCc1nc(SCC(=O)c2c[nH]c3ccccc23)n[nH]1	-14%	-8%	-4%	1%	15%	1%	-0.3	-1	11%
O=C(COC(=O)C1CC(O)CN1S(=O)(=O)c1ccc(Cl)cc1)c1cccc(Cl)c1 (configuration not stated)	-4%	17%	6%	14%	-4%	?	0.1	3	-17%
c1ccc(CSc2nnc(-c3c[nH]c4ccccc34)o2)cc1	-9%	-16%	2%	1%	-16%	13%	1.4	-6	4%
COC(=O)C(Cc1ccccc1)NC(=O)CC(C)CC(=O)Nc1ccc(OC)cc1OC (configuration not stated)	-1%	-3%	-7%	8%	7%	-8%	1.0	-4	-1%
COc1ccc(-n2c(Cn3nc(C(F)(F)F)cc3C)n[nH]c2=S)cc1	-2%	.	0%	0%	-12%	21%	-0.6	6	-4%
Cc1nc2c(-c3ccc(F)cc3)c(C)[nH]n2c(=O)c1Cl	-17%	-20%	8%	-7%	-8%	-2%	0.0	6	-4%
O=c1[nH]c(Cc2ccccc2Cl)nc2ccccc12	-20%	6%	5%	7%	0%	6%	-0.1	0	-6%
CCCSc1nsc(SCCC)c1C#N	0%	-3%	6%	-6%	-7%	-10%	0.1	18	-8%
O=C(CN1C(=O)NC(c2ccccc2)(c2ccccc2)C1=O)NCCNCCO	2%	-10%	11%	-1%	-2%	3%	-2.7	3	2%
Cc1cc2nc(-c3cccc(Cl)c3)c(Cc3ccsc3)n2c(C)c1Br	-6%	34%	-26%	-1%	-4%	-2%	-0.3	-3	-15%
CC1CN(c2oc(-c3ccco3)nc2C#N)CC(C)O1 (configuration not stated)	-6%	3%	2%	-3%	-4%	7%	1.3	4	7%
CCOCCCNC(=O)C(Cc1ccccc1)NC(=O)c1ccco1 (configuration not stated)	3%	12%	2%	-1%	1%	11%	-0.7	.	-3%
O=S(=O)(c1ccc(Br)cc1)N1CCN=C1SCc1cccc(F)c1	2%	-9%	17%	-2%	-7%	8%	-1.6	21	6%
O=C(O)Cn1nnnc1-c1ccc(F)cc1	-22%	11%	0%	2%	2%	18%	-0.6	.	3%
CCc1c(C)nc(SCC(=O)NNC(=O)Cc2ccc(OC)cc2)[nH]c1=O	2%	-31%	-17%	?	-3%	-8%	0.4	4	-16%
Cc1nn(-c2ccccc2)c(C)c1NC(=O)COC(=O)Cc1cccc(C(F)(F)F)c1	-2%	26%	?	1%	-12%	8%	-1.2	6	-12%
Cc1cccc2nc(-c3cccc(NC(=O)c4ccc(Cl)cc4)c3)cn12	-5%	15%	2%	-29%	-2%[11.6 µM]	-34%[inhibitor]	-3.2	-3	?

High-throughput results deposited in PubChem by National Center for Advancing Translational Sciences (NCATS).
